Compound activity as filed in PubChem BioAssay.
EP2 modulator = modulators of human EP2 prostaglandin E2 receptor; P43116; EP2-expressing cells, cAMP HTRF FRET, PGE2 co-stimulation; induction, % at 25 µM; actives 0.83% (n = 260,000); AID 940;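 active means compounds whose cAMP rise, as percent of the full-agonist control response, exceeds 60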;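 further: rat C6 glioma line stably carrying human EP2 under a CMV promoter; the protocol text gives 20 µM as final concentration; 100% = response of wells given 1 µM PGE2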
CHOP inhibitor = blocks CHOP induction under ER stress; inhibition, % at 10 µM; actives 3.8% (n = 220,000); CHO-K1 CHOP-promoter luciferase, tunicamycin-induced, 15-18 h;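 active means compounds that reduced the stress-induced luciferase reporter signal by more than about 70% of percent inhibition, limit read from the data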;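 further: 0% = tunicamycin plus vehicle and 100% = wells without tunicamycin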
TRPML3 agonist = agonists of human TRPML3 channel; Q8TDD5; HEK293 TRPML3-YFP, Fluo-8 calcium fluorescence; 100% = the carbachol control signal; activation, % at 3 µM; actives 0.29% (n = 220,000); AID 1448;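 active means activation above its plate's cutoff, the mean activation of the plate's test wells plus 3 SD, cut at about 12% in these data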;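 further: 0% = DMSO only wells and 100% = carbachol wells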
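Material: HEK293 cells stably carrying human TRPML3-YFP; compound dosing: single dose, 3 µM final nominal compound, 0.3% DMSO final; incubation: 1-h 37 °C dye load, 5-s basal, 120-s post-compound reads; technique: Fluo-8 intracellular calcium fluorescence, excitation 470-495 nm, emission 515-575 nm; read-out basis: percent activation from peak-to-basal fluorescence ratio, scaled between DMSO and carbachol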
S1P4 antag = blocks the human S1P4 receptor; inhibition, % at 4.98 µM; actives 0.26% (n = 220,000); AID 1510; S1P4-expressing cells, antagonist mode, reporter read-out; in the data active means inhibition above about 29%;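 further: 0% = wells stimulated with agonist and 100% = vehicle wells without agonist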
NPY-Y1 PAM-ag = potentiators or agonists of human neuropeptide Y receptor Y1 | NPY-Y1 expressing cells, potentiator/agonist activation | actives 0.37% (n = 220,000) | activation, % at 3.6 µM | AID 1304; in the data active means activation above about 33%, passing the limit was not always enough;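 further: cells stimulated with NPY at EC10 then isoproterenol at EC100; 0% = low agonist plus stimulus and 100% = saturating agonist plus stimulus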
Target sequence (P25929 whole entry, looked up): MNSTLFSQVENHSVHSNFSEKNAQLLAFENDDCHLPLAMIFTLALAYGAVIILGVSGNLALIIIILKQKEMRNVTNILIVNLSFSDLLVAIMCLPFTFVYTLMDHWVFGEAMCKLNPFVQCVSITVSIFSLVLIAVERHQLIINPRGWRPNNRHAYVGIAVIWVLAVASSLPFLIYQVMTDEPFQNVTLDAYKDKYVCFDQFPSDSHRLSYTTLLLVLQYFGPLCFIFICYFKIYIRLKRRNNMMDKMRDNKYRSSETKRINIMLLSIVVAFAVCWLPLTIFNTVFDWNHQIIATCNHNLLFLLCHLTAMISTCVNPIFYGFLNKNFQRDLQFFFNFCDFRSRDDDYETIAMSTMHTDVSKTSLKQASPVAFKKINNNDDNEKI
NPY-Y1 antag = blocks the human neuropeptide Y Y1 receptor. HEK293-CNG Y1 cells, membrane potential fluorescence; NPY at EC95, then isoproterenol. inhibition, % at 3.6 µM. actives 1% (n = 200,000). AID 1040;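 active means inhibition above the campaign mean inhibition of all tested compounds plus 3 SD, cut at about 20% in these data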;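 further: 0% = DMSO wells given NPY plus isoproterenol and 100% = isoproterenol alone without NPY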
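System: HEK293 cells with Y1 receptor plus CNG channel / Probe or stimulus: NPY 25 nM then isoproterenol 1 µM plus Ro 20-1724 25 µM / Compound: one concentration, 3.6 µM, in 0.4% DMSO / Schedule: compound incubation 1 h at room temperature, readout 45 min post-stimulation / Measured by: membrane potential fluorescence / Read-out: % inhibition of NPY effect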
zfTRPN1 agonist = activates the zebrafish TRPN1 channel; AID 1424; actives 0.18% (n = 220,000); activation, % at 3 µM; HEK293 zebrafish TRPN1-YFP, Fluo-8 calcium fluorescence; 100% = response to 87 µM carbachol;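 active means activation above its plate's cutoff, the mean activation of test wells on that plate plus 3 SD, cut at about 19% in these data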;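 further: 0% = DMSO alone and 100% = 87 µM carbachol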
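Assay system: Zebrafish TRPN1-YFP in HEK293 cells | Incubation: Dye loading 1 h at 37 °C, then 30 min room temperature | Measured by: Kinetic Fluo-8 fluorescence, ex 470-495, em 515-575 nm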
S1P4 agonist = human S1P4 receptor agonism; O95977; S1P4-expressing cell line, agonist reporter assay; activation, % at 4.98 µM; actives 0.35% (n = 220,000); in the data active means activation above about 11%;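 further: 0% = DMSO vehicle and 100% = reference agonist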
NPY2 pot ag = human NPY-Y2 potentiation or agonism, primary screen | cells expressing NPY-Y2, potentiator/agonist read-out | activation, % at 3.6 µM | actives 0.45% (n = 220,000) | AID 1359; in the data active means activation above about 27%;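 further: cells stimulated with NPY near EC25 plus isoproterenol at EC100; 0% = vehicle plus submaximal agonist and 100% = vehicle plus saturating agonist; some results beyond the cut were filed as inactive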
Target sequence (P49146 whole entry, looked up): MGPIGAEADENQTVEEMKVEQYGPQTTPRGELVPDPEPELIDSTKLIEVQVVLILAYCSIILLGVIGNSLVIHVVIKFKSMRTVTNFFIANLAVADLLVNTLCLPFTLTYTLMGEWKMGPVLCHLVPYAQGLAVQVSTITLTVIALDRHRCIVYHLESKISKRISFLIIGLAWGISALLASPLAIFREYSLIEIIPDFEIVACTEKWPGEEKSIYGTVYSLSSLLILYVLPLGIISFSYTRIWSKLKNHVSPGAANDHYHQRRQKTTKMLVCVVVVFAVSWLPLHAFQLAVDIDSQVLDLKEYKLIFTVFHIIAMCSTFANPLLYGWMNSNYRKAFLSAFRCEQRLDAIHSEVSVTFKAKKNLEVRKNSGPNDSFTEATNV
The depositor's hits bear a star; / = not tested or not shown; & = joins results of further samples.

SMILES | EP2 modulator | CHOP inhibitor | TRPML3 agonist | S1P4 antag | NPY-Y1 PAM-ag | NPY-Y1 antag | zfTRPN1 agonist | S1P4 agonist | NPY2 pot ag
Cc1ccc(N2C(=S)NC3c4cc(Cl)ccc4OC2(C)C3C(=O)N(C)C)cc1 (stereo not given) | -13 | -6 | -0.3 | -9 | 35* | -6 | -1.7 | 1.6 | 26
c1ccc(CN2CCC3(CC2)Nc2ccccc2S3)cc1 | -31 | -6 | 0.8 | 4 | 23 | / | 0.0 | -0.7 | 10
Cc1nc(N2CCN(C)CC2)c2c(C)c(C(=O)Nc3ccc(C)c(F)c3)sc2n1 | -11 | 11 | 0.9 | 12 | -15 | 2 | -0.5 | -2.5 | -16
CCn1nnnc1SCC(=O)Nc1sc(C)c(C)c1C#N | 0 | 15 | 0.5 | -11 | -4 | -3 | 2.8 | 0.8 | 0
CC1(C)CC(=O)c2cc(OCC(=O)NCCCN3CCN(c4ccccc4F)CC3)ccc2O1 | -3 | 17 | 0.3 | -9 | -16 | 3 | -1.1 | 0.9 | -25
O=C1NNC(=O)C2C3C=CC(C4CC34)C12 (stereo not given) | 26 | -12 | 1.0 | 1 | -19 | 2 | 0.5 | -1.3 | 5
OCc1csc(=Nc2ccccc2)n1-c1ccccc1 | 10 | -5 | -0.6 | 6 | 5 | -3 | 0.4 | 0.1 | 11
O=C(O)[C@H](CO)Nc1ncnc2sc3c(c12)CCC3 | 32 | 11 | 1.0 | -12 | 11 | 2 | 0.4 | 1.7 | 5
Nc1cc(=O)[nH]c(SCCOc2ccccc2)n1 | 14 | -1 | 0.2 | -12 | 14 | 0 | 0.6 | -0.5 | 6
COC(=O)[C@@H]1CC[C@H](C)[C@@H](c2ccc(C)cc2)N1C(=O)c1ccc(/C=N/OC[C@@H](O)[C@H]2O[C@@H]3OC(C)(C)O[C@@H]3[C@H]2O)cc1 | 17 | -11 | 0.5 | 16 | 39* | -3 | 1.8 | 1.4 | 16
COC(=O)Nc1ccc(S(=O)(=O)Nc2ccc(C(=O)O)cc2)cc1 | 7 | 9 | 1.0 | -9 | 6 | -3 | 0.3 | 0.4 | 4
Cc1nn(CC(=O)Nc2ccc3c(c2)nc(CN2CCCC2)n3C)c(=O)c2ccccc12 | 9 | 15 | 0.7 | -33 | 16 | -8 | -0.1 | 0.8 | -4
CCCCNc1nc2c(c(=O)[nH]c(=O)n2C)n1CCOc1ccccc1 | 33 | 26 | -0.6 | -12 | -2 | -2 | -0.3 | 2.1 | 8
CC1=NN(c2nc(-c3ccc(Cl)cc3)cs2)C(=O)C1 | -8 | 10 | 0.2 | 1 | 9 | 10 | -0.3 | 0.8 | 2
COc1ccc(/C=C(\NC(=O)c2cccs2)C(=O)N2CCOCC2)cc1OC | -6 | 5 | 0.7 | -15 | 4 | 3 | 0.2 | -0.8 | -13
CC(C)c1ccccc1NC(=O)CCCC(=O)O | 31 | 30 | 0.5 | -7 | -3 | 3 | -0.8 | -0.6 | 0
O=C(c1cncc(Br)c1)N1CCCc2ccccc21 | 1 | 17 | -0.3 | 13 | 5 | 3 | 0.8 | -0.9 | 4
Cc1csc(NC(=O)c2cc(-c3ccco3)nc3ccccc23)n1 | 0 | 33 | -0.4 | -4 | -1 | 2 | 0.8 | -2.2 | -15
Cc1c(NC2=NC3(CCCCC3)Cc3ccccc32)c(=O)n(C)n1-c1ccccc1 | -1 | -1 | 0.0 | 10 | -15 | 1 | 0.5 | -1.7 | -3
CC(C)CC(=O)NCCCCc1ccccc1 | 8 | 27 | 0.4 | -16 | -3 | 3 | -1.2 | 1.3 | 6
Cc1nn(-c2ccccc2)c2c1C(c1cccs1)C(C#N)=C(N)O2 (stereo not given) | -17 | 16 | 0.3 | -36 | 15 | 4 | -0.3 | -1.2 | 11
CS(=O)(=O)N(CC(=O)O)c1ccc2c(c1)OCO2 | 35&-20 | -11 | 1.1 | -3 | -20 | -9 | 0.8 | -1.1 | 6
CC1(c2ccc(OC(F)F)cc2)NC(=O)N(CC(=O)Nc2ccc(S(N)(=O)=O)cc2)C1=O (stereo not given) | 18 | -23 | -0.2 | 3 | 9 | -5 | -1.1 | 0.2 | -3
Cc1n[nH]c(=O)n1-c1ccc(Oc2ccccc2)cc1 | 14 | 42 | 0.2 | -3 | 3 | -2 | 0.8 | -1.8 | -24
COc1ccc(-c2nc3ccccc3c(C(=O)Nc3ccc(S(=O)(=O)Nc4cc(C)on4)cc3)c2C)cc1 | -12 | -32 | 0.7 | 13 | 30 | -2 | -0.1 | -3.3 | 2
Continued.
SMILES | EP2 modulator | CHOP inhibitor | TRPML3 agonist | S1P4 antag | NPY-Y1 PAM-ag | NPY-Y1 antag | zfTRPN1 agonist | S1P4 agonist | NPY2 pot ag
CCN(CC)S(=O)(=O)c1cc(NC(=O)C(C)N2CCc3ccccc32)ccc1C (stereo not given) | -24 | 20 | 0.4 | 1 | 7 | -5 | -1.5 | 0.2 | 5
O=C(CN1CCc2ccccc21)NN1CC(=O)N(c2ccccc2)CC1=O | 16 | 3 | 0.7 | -8 | 7 | / | -3.8 | -1.2 | 7
COc1ccc(Oc2ncnc3sccc23)cc1 | 0 | -5 | 0.1 | -17 | -12 | -1 | -1.2 | 1.4 | -4
CCN(CC)S(=O)(=O)c1ccc(NC(=O)Cn2cnc3ccccc3c2=O)cc1 | 15 | 22 | 0.8 | -17 | 2 | 4 | 1.8 | -1.0 | -1
CCOC(=O)c1c(-c2ccccc2)csc1NC(=O)CCN1C(=O)c2ccccc2C1=O | 24 | 37 | 0.1 | -16 | 12 | 1 | 1.5 | 1.4 | -13
Cc1cc(=O)n(CCCO)c(O)c1C#N | 12 | -11 | 0.2 | 17 | 4 | 2 | 0.1 | -0.1 | 7
COc1ccccc1-c1ccc(Nc2ccc(C(=O)N3CCOCC3)cc2)nn1 | -6 | 34 | 0.1 | -16 | -12 | 2 | -0.4 | -2.0 | -14
CC1=C(C(=O)Nc2ccccc2)C(c2cccc([N+](=O)[O-])c2)Nc2nc3ccccc3n21 (stereo not given) | 17 | 47 | 0.1 | -9 | 31 | -6 | 0.4 | 1.2 | 21
COc1ccc(C(=O)c2ccc(OC)c3cccc(O)c23)cc1OC | -24 | 21 | -0.4 | -16 | 12 | -2 | 1.3 | -0.2 | 4
CC(C)(C)c1ccc2c(c1)C(=O)c1ccccc1C2=O | 16 | 54 | 0.5 | -13 | -39 | -4 | 0.3 | 0.7 | 2
CCOP(=O)(/C(C#N)=C(\C)O)c1ccccc1 (stereo not given) | 0 | 0 | 0.3 | -3 | -16 | 1 | 0.0 | -1.4 | -24
CNC(=S)N(Cc1ccc(OC)cc1)Cc1cc2ccc(C)cc2[nH]c1=O | -41 | 4 | 0.3 | -15 | 13 | -1 | -1.0 | 0.3 | -7
CC(C)CNC(=O)C(=O)NNC(=O)C1CCCCC1 | 15 | 29 | -0.5 | 0 | -11 | -3 | 1.0 | 1.0 | 3
Cc1onc(-c2ccccc2)c1C(=O)Nc1cccc(C#N)c1 | -6 | -3 | -0.4 | 0 | 5 | 1 | -0.2 | -0.5 | 9
CCOc1ccc(N2C(=O)CC(NCCc3c[nH]c4ccccc34)C2=O)cc1 (stereo not given) | -69 | 9 | 1.1 | -2 | -15 | -4 | -0.3 | 0.1 | -15
Cn1c(C(=O)OCC(=O)NCCc2ccccc2)cc2sccc21 | -33 | 33 | 0.5 | -6 | -24 | 16 | -0.9 | -1.3 | -14
Cn1c(N)c(S(=O)(=O)NCc2ccccc2Cl)c(=O)n(C)c1=O | -8 | 9 | 0.3 | -15 | -10 | 6 | 0.8 | -3.2 | 1
CCCCC(=O)N1CCN(c2ccc(OC)cc2[N+](=O)[O-])CC1 | 4 | 7 | 0.0 | -7 | -1 | 3 | -2.3 | 0.6 | 19
COc1ccccc1NC(=S)N/N=C/c1cccc(C)c1 | 12 | 45 | 0.0 | 5 | -34 | 3 | -2.5 | -0.5 | -30
C=CCn1c(N/N=C/c2ccc(O)cc2)nc2ccccc2c1=O | 41 | 4 | -1.2 | 2 | 7 | -2 | -3.0 | -1.0 | 6
COc1ccc(-c2cc(=O)[nH]c(=O)[nH]2)cc1 | 6 | 21 | 1.1 | -5 | -13 | 1 | 0.9 | 2.6 | 5
CC(=O)Nc1nnc(SCC(=O)NCCOc2ccccc2)s1 | 31 | 9 | 0.3 | 3 | 2 | -3 | 0.5 | 0.5 | -7
COc1ccc(C(=O)NCCn2ccc3ccccc32)cc1 | -73 | 27 | -0.4 | -19 | 8 | -3 | 0.4 | 2.6 | -6
CN1CCN(/C(=N\O)c2nonc2N)CC1 | -17 | -23 | -0.1 | -1 | -16 | 4 | 0.1 | -0.4 | 3
COc1cccc(NC(=O)CC2COc3ccccc3O2)c1 (stereo not given) | 7 | -5 | 0.4 | 3 | 11 | 0 | -0.2 | -1.4 | -1

Full records as entered above. Order of values: EP2 modulator	CHOP inhibitor	TRPML3 agonist	S1P4 antag	NPY-Y1 PAM-ag	NPY-Y1 antag	zfTRPN1 agonist	S1P4 agonist	NPY2 pot ag
COc1ccccc1-c1ccc(Nc2ccc(C(=O)N3CCOCC3)cc2)nn1 is listed with -6	34	0.1	-16	-12	2	-0.4	-2.0	-14
CCOP(=O)(/C(C#N)=C(\C)O)c1ccccc1 (stereo not given) is listed with 0	0	0.3	-3	-16	1	0.0	-1.4	-24

Following part.
SMILES | EP2 modulator | CHOP inhibitor | TRPML3 agonist | S1P4 antag | NPY-Y1 PAM-ag | NPY-Y1 antag | zfTRPN1 agonist | S1P4 agonist | NPY2 pot ag
CC(C)CN1C(=O)c2ccc(NC(=O)c3ccco3)cc2C1=O | -28 | -3 | 1.5 | 0 | 8 | -1 | 4.1 | 0.5 | -1
O=C(CSc1ncccc1-c1nc2ccccc2[nH]1)N1CCc2ccccc21 | -50 | 37 | -0.2 | 10 | -9 | 0 | -0.7 | -2.4 | 4
CCCCC(=O)N=c1sc2cc(S(C)(=O)=O)ccc2n1C | 15 | 24 | 0.1 | 0 | -8 | 5 | -0.4 | -0.8 | 13
CSC1=NCCN1C(=O)c1ccc(S(=O)(=O)N2CCCC2)cc1 | 3 | 9 | 0.1 | -4 | 18 | -3 | 0.5 | -0.8 | 11
C=CCn1c(SCC(=O)C23CC4CC(CC(C4)C2)C3)nc(O)cc1=O | -33 | 9 | 0.7 | -2 | 19 | / | -0.3 | -0.3 | 3
CCC(C)NC(=O)CCNS(=O)(=O)c1ccc(Br)cc1 (stereo not given) | 13 | 24 | 0.9 | -18 | -2 | -1 | 0.9 | 0.0 | 11
CCn1c(COc2ccc(C)cc2)nnc1SCC(=O)Nc1ccc2c(c1)OCCO2 | 14 | 24 | 0.0 | -6 | -11 | 1 | -0.9 | -0.5 | 10
OC(CN1C2=NCCCN2c2ccccc21)c1ccc2c(c1)OCO2 (stereo not given) | -20 | 3 | -0.9 | 18 | 0 | 8 | 0.1 | 1.0 | -16

Rows are unselected. Share with any hit: about 6.5%.
